APJ antag – antagonists of human apelin receptor APJ, primary screen, CHO-K1 cells, beta-arrestin complementation, luminescence; inhibition, % at 20 µM; actives 0.32% (n = 330,000);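 active = inhibition above about 40% at 20 µM, limit read from the data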;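 also: cells challenged with 10 nM apelin-13 agonist together with compound; plate controls were apelin-13 plus DMSO wells for no effect and DMSO wells lacking apelin-13 for full effect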
Mdm2-MdmX inh – inhibitors of human Mdm2-MdmX association, primary screen, cell-based, luminescence, split luciferase, SaOS-2, uHTS | actives 3% (n = 330,000) | AID 485346, 2010 | Protein Mdm4 (Homo sapiens) + E3 ubiquitin-protein ligase Mdm2 (Homo sapiens), … | SaOS-2 split-luciferase Mdm2/MdmX complementation | inhibition, % at 8 µM;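 active = inhibition of at least 50% at 8 µM in the primary screen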
Target sequence (O15151 whole entry, looked up): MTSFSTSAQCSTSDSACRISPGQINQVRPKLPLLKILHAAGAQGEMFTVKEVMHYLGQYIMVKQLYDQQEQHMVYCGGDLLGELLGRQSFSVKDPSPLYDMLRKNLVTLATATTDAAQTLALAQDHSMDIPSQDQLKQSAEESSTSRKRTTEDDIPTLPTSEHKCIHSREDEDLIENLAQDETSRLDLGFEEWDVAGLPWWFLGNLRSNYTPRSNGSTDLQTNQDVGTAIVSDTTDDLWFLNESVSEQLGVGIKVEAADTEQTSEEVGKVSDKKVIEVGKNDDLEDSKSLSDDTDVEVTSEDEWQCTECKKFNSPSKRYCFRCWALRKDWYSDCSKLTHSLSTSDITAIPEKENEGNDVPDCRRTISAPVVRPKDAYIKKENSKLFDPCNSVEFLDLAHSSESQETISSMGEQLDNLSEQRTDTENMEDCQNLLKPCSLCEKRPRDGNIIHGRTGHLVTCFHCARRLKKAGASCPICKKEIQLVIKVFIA
Target sequence (Q00987 whole entry, looked up): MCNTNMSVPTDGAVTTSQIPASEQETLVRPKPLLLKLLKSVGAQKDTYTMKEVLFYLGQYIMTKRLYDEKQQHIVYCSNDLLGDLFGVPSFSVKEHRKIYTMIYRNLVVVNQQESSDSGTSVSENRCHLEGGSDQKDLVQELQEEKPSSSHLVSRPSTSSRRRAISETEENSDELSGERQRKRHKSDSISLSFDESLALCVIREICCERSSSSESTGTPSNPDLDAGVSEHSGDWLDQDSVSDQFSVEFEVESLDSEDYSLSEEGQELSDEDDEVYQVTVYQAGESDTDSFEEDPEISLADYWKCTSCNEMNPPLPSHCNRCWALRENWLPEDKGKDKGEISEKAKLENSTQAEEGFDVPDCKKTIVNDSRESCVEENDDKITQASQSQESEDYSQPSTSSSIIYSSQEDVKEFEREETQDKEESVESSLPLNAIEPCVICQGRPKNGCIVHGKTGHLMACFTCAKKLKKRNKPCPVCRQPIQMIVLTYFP
CHOP UPR activ – activators of apoptotic CHOP UPR arm, primary screen, cell-based, CHO-CHOP luciferase reporter, luminescence, uHTS; UPR activation; percent of tunicamycin response over DMSO baseline; activation, % at 10 µM; actives 0.34% (n = 330,000); AID 449763, 2010;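 active = at 10 µM dose, activation of 40% or more, normalized to positive control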;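 also: 100% = tunicamycin at 10 µg/mL and 0% = DMSO alone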
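Assay system: CHO cells with stable CHOP pathway luciferase reporter; Buffer or medium: F12 plus 10% serum; Times: 16-18 h cell attachment, then 6 h compound exposure, 37 °C; Signal: luciferase luminescence; Read-out basis: percent activation relative to tunicamycin control; Control set: tunicamycin high control, DMSO low control.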
CCR6 antagonist – CCR6 receptor antagonists, primary screen, cell-based, CHO-K1, luminescence, beta-arrestin, uHTS | C-C chemokine receptor type 6 (Homo sapiens), P51684 | CHO-K1 CCR6 PathHunter beta-arrestin, CCL20-stimulated | inhibition, % at 20 µM | actives 0.49% (n = 340,000) | AID 493098, 2011;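 active = compounds whose inhibition of the agonist-driven luminescence signal at 20 µM reaches about 50%, limit read from the data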;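 also: cells stimulated with CCL20 at 14 nM final; plate controls were DMSO with CCL20 for no effect and DMSO without agonist for full effect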
UPR XBP1 act – activators of adaptive XBP1 UPR arm, primary screen, cell-based, CHO-XBP1 luciferase reporter, luminescence, uHTS; IRE1-XBP1 UPR activation; percent of tunicamycin response, DMSO as zero; activation, % at 20 µM; actives 0.33% (n = 330,000); AID 463104, 2010;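 active = versus positive control, 20 µM dose yields 30% or more activation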;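 also: 100% = tunicamycin at 10 µg/mL and 0% = DMSO only wells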
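Assay system: CHO-XBP1 luciferase reporter cells; Schedule: 6 h treatment, 37 °C; Detection: glow luminescence from Steady-Glo reagent; Benchmarks: high control tunicamycin 10 µg/mL final, low control DMSO vehicle only.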
EBI2 block – EBI2 receptor antagonists, beta-arrestin recruitment, primary screen, cell-based, luminescence, 7a,25-OHC stimulation, uHTS; 7a,25-OHC stimulated; G-protein coupled receptor 183 (Homo sapiens), P32249; actives 0.81% (n = 360,000); inhibition, % at 5 µM; AID 651636, 2012; in the data active = inhibition above about 38%;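 also: enzyme fragment complementation signal reports receptor beta-arrestin coupling in cells; 0% = agonist plus DMSO wells and 100% = wells without agonist; some results beyond the cut were filed as inactive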
CXCR6 inh – CXCR6 receptor inhibitors, primary screen, cell-based, beta-arrestin, luminescence, CHO-K1 PathHunter, 1536-well; inhibition, % at 20 µM; actives 0.36% (n = 360,000); AID 602244, 2012; in the data active = inhibition above about 34%, passing the limit was not always enough;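 also: antagonist mode with CXCL16 agonist at 10 nM final; 0% = 10 nM CXCL16 with DMSO and 100% = unstimulated wells without agonist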
APJ ag – agonists of human apelin receptor APJ, primary screen, CHO-K1 cells, PathHunter beta-arrestin, luminescence; activation, % at 20 µM; 0% DMSO wells, 100% apelin; actives 0.11% (n = 330,000); P35414;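 active = activation more than six SD over the plate average, tested at 20 µM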;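 also: 0% = DMSO alone and 100% = apelin-13 at 10 nM; some results filed as inactive read as strong as hits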
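Assay system: CHO-K1 APJ beta-arrestin complementation cell line / Compound: single test compound dose, 20 µM final, 1% DMSO / Times: overnight seeding, 90 min compound at 25 °C, 1 h detection / Technique: beta-gal luminescence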
tim23-1 inh – growth inhibitors of tim23-1 mutant yeast, primary screen, luminescence, uHTS; actives 1.3% (n = 330,000); inhibition, % at 20 µM; AID 463212, 2010; S. cerevisiae tim23-1 growth, BacTiter-Glo luminescence, 24 h;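 active = growth inhibition of the mutant yeast at or above 50%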;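 also: temperature-sensitive mutant grown at 25 °C; plate controls were DMSO-treated mutant yeast for no effect and medium wells lacking yeast for full effect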
Numbers without * were called inactive.

SMILES	APJ antag	Mdm2-MdmX inh	CHOP UPR activ	CCR6 antagonist	UPR XBP1 act	EBI2 block	CXCR6 inh	APJ ag	tim23-1 inh
O=C(CCCOc1ccc(Cl)cc1Cl)Nc1ccccc1C(=O)O	17	4	5.4	14	1	-5	3	-1	12
CCOc1ccccc1NC(=O)CCCNC(=O)Cn1cnc2sc(C)c(C)c2c1=O	0	3	-0.1	1	-6	-8	5	-3	0
Cc1nc(SCC(=O)N2CCOCC2)c2c3c(sc2n1)CCC3	9	-1	1.1	14	-2	-4	-7	-1	22
O=C(NCCCn1ccnc1)c1cc(Br)c(Br)s1	-2	4	-0.7	-5	-4	-1	3	-3	6
COC(=O)C1=C(C)N(C)C(=O)NC1c1cccc2ccccc12 (stereo unspecified)	-8	0	2.2	-1	-4	4	9	-2	23
Cc1cc(C)c(NC(=O)Cn2c(=O)n(-c3ccc(CC(=O)NCC4CCCO4)cc3)c(=O)c3ccccc32)c(C)c1 (stereo unspecified)	10	16	1.8	-1	0	-2	6	-4	13
O=S(=O)(NCC1COc2ccccc2O1)c1ccc2ccccc2c1 (stereo unspecified)	1	-12	-0.7	5	-2	-14	-2	0	36
O=C1Cn2c(nc3ccccc32)N1c1cccc(C(F)(F)F)c1	-9	-15	2.7	13	-1	-3	0	-2	-4
CN(C)S(=O)(=O)n1cc(/C=C(\NC(=O)c2ccccc2F)C(=O)NCCCn2ccnc2)c2ccccc21	-34	13	0.6	13	-1	-11	3	0	-1
COc1cc(C(=O)NCc2cc3cc(Cl)ccc3n2C)cc(OC)c1OC	8	5	0.4	-2	-4	0	-17	-1	9
O=c1c2ccccc2n2c(-c3cccc(Cl)c3)nnc2n1Cc1ccccc1	3	32	-1.1	31	-3	8	-3	-4	4
Cc1noc(C)c1NC(=O)Nc1ccc2c(c1)C(=O)N([C@H](C)CO)C[C@H](C)[C@@H](CN(C)C(=O)Nc1ccc(C(F)(F)F)cc1)O2	5	5	0.4	-10	-1	-7	0	-1	10
O=C1CCCCCN1CP(=O)(O)CCc1ccccc1	-6	21	-1.0	-1	-2	-4	-10	-4	1
Cn1nc(C(=O)OCC(=O)Nc2ccccc2OC(F)F)c2ccccc2c1=O	2	9	-0.6	-10	-3	-4	-5	-2	-4
Oc1ccccc1C=NCCN=Cc1ccccc1O	-19	6	0.6	-5	1	10	6	1	15
CC(C)(C)NCc1ccc(OCc2cccs2)cc1	-10	9	1.1	5	-2	-8	1	-3	-64
O=c1ccc(Cl)nn1-c1ccccc1	10	13	2.1	-7	-5	-11	4	-5	7
Cc1ccc(C2(C(F)(F)F)NC(=O)N3CCCN=C3S2)cc1 (stereo unspecified)	-15	13	0.0	-1	2	-9	-8	3	18
COc1ccc(-n2ncc3c2CC(C)(C)CC3NC(=O)CCN2CCCC2=O)cc1 (stereo unspecified)	4	12	-0.4	0	-9	-10	6	-4	12
Cc1cccc(NC(=S)N2CCC(N(C)CC3CCCO3)CC2)c1C (stereo unspecified)	-1	28	2.4	0	-2	-10	-1	-4	4
O=C(O)c1cccc(-n2c(-c3cnccn3)n[nH]c2=S)c1	12	14	-1.7	1	-4	-7	-4	1	12
COc1ccc(C2NC(=O)NC3=C2C(=O)CCC3)cc1 (stereo unspecified)	9	9	0.4	7	1	-9	9	0	9
COc1cccc(O)c1CN1CCCC(C(=O)c2cccc(C(F)(F)F)c2)C1 (stereo unspecified)	-3	19	0.3	16	0	-3	-1	-4	8
Cc1ccc(-n2nc3c(=O)n(CCCC(=O)N4CCCCC4)nc(C)c3c2C)cc1	13	18	-0.9	4	-1	-1	2	7	4
COc1ccc(-c2cc(C(=O)N(C)CC(=O)Nc3cccc(F)c3)c3ccccc3n2)cc1	-10	30	2.2	-2	2	21	1	-1	22
CN(C)C(=O)COc1ccc(S(=O)(=O)c2ccc(OCC(=O)N(C)C)cc2)cc1	6	7	2.8	11	-4	-7	9	-3	6
CCN(CC)S(=O)(=O)c1ccc(N2CCOCC2)c(NC(=O)C23CC4CC(CC(Cl)(C4)C2)C3)c1	8	21	-1.8	7	1	2	4	-2	14
O=C(CNC(=O)c1cccnc1)N=Nc1c(O)[nH]c2c(Br)cc(Br)cc12	30	-7	-0.2	32	-2	-3	14	-4	-5
COc1ccc(C(CNC(=O)C2CC(=O)N(Cc3ccc(C)cc3)C2)N(C)C)cc1 (stereo unspecified)	-4	14	1.2	-1	-2	0	4	-3	14
CCOC(=O)CC(NC(=O)c1ccc(C)cc1)c1ccc(C)cc1 (stereo unspecified)	-7	-21	0.5	9	-1	8	-2	-3	26
Cc1ccc(C)c(S(=O)(=O)Nc2nc3ccc(S(N)(=O)=O)cc3s2)c1	-1	22	2.0	5	-3	-3	6	-2	-6
O=C(Cc1ccccc1F)c1ccc(O)cc1O	3	-19	0.3	9	-1	9	4	-2	50
CC(NC(=O)CSc1nnc(-c2cccc(S(=O)(=O)N3CCCCC3)c2)o1)C12CC3CC(CC(C3)C1)C2 (stereo unspecified)	-2	20	-0.3	-3	-2	38	6	3	25
COc1ccc(CN2CCC(CNS(=O)(=O)c3cccc(C(F)(F)F)c3)CC2)cc1	7	4	0.7	31	4	3	-7	1	-5
Cc1cc(C)n2nc(C(=O)Nc3ccc(S(=O)(=O)N4CCCC4)cc3)nc2n1	-11	0	-2.4	3	-2	-7	16	-2	13
CCc1cc(=O)oc2cc(C)cc(OCC(=O)N[C@@H](CSCc3ccccc3)C(=O)O)c12	2	15	0.1	3	-1	3	2	-2	14
CCCCOC(=O)Nc1ccc(S(=O)(=O)Nc2nccs2)cc1	10	19	1.6	3	-4	5	-1	-2	5
COc1ccc(S(=O)(=O)NCc2ccc(C(=O)NCCCN3CC(C)CC(C)C3)cc2)cc1 (stereo unspecified)	-1	-14	-1.4	1	-2	1	2	11	3
CCOC(=O)c1cccc(NC(=O)c2ccc(F)cc2F)c1	-35	-39	4.4	7	5	2	2	-4	7
CC1Cc2ccccc2N1C(=O)COc1nc2ccccc2nc1N1CCOCC1 (stereo unspecified)	18	14	-2.2	17	-4	1	5	-4	12
c1ccc(Cn2nnc(-c3ccccc3)n2)cc1	8	24	2.3	4	2	6	-1	-8	13
COC(=O)C1=C(C)NC(=O)NC1c1cccc(OC)c1OCc1ccccc1 (stereo unspecified)	-2	20	-0.8	-7	-4	-1	-2	-1	22
COc1ccc(NS(=O)(=O)c2ccc(C)c(NC(=O)C3CCCO3)c2)cc1 (stereo unspecified)	-9	29	-2.3	9	-1	12	-3	-3	-2
Cc1noc(C)c1COc1ncnc2ccccc12	3	-10	-0.4	-6	-2	3	-6	0	-6
COc1cccc(-c2cc3nc(-c4ccccc4)cc(=O)n3[nH]2)c1	16	33	3.9	2	19	8	-16	-2	2
Cn1c(CSCc2ccc(Cl)cc2)nnc1SCC(=O)Nc1nc2ccccc2s1	-6	17	2.9	-12	-1	-2	-1	0	-5
COc1ccc(-n2nc(C(=O)NCC(=O)N(C)Cc3ccccc3)c3ccccc3c2=O)c(OC)c1	2	12	-0.5	12	3	-2	5	-7	-2
CCOc1ccc(S(=O)(=O)Nc2cc(OC)c(OC)cc2C(=O)O)cc1	-20	-5	-1.5	-12	0	1	-10	-3	8
O=C(Nc1cccc2ccccc12)NC1CCS(=O)(=O)C1 (stereo unspecified)	-5	21	0.9	-14	0	1	1	-2	11
CC(=O)Nc1ccc(S(=O)(=O)NC2C3(C)CCC(C3)C2(C)C)cc1 (stereo unspecified)	-4	-3	-0.6	2	-4	-10	-3	1	-6

(further entries)
SMILES	APJ antag	Mdm2-MdmX inh	CHOP UPR activ	CCR6 antagonist	UPR XBP1 act	EBI2 block	CXCR6 inh	APJ ag	tim23-1 inh
COC(=O)NNC(=O)c1ccccc1OC	10	-14	0.9	3	2	6	-2	-4	5
CCN(c1ccccc1)S(=O)(=O)c1ccc(OC)c(NC(=O)C2CC2)c1	8	11	-1.7	10	-1	-5	6	-4	28
c1ccc(-c2ccc(CN3C[C@@H]4C(c5ccccc5)C5(c6ccccc6)CC4(C5)[C@H]3c3ccccc3)cc2)cc1 (stereo partly specified)	16	14	-0.5	-3	0	-20	-2	-3	15
COc1ccc(N2C(=O)CC(c3ccccc3)CC2=O)cc1	7	6	1.7	-6	-2	11	1	-2	3
Cc1ccc(C)c(S(=O)(=O)c2c[nH]c(=S)[nH]c2=O)c1	9	10	-2.9	-5	-2	-6	-4	-2	1
COc1ccccc1/C=C/C(=O)Nc1cccc(S(=O)(=O)N2CCOCC2)c1	-7	36	2.6	8	-1	5	6	-2	14
CSc1ccccc1C(=O)Nc1cc(C)cc(C)c1	10	-40	0.1	6	0	-3	0	2	8
COc1ccc(CNC(=O)CSc2nc3ccc(C)cc3[nH]2)cc1	11	-12	2.0	7	0	9	1	-4	4
CCc1ccc(C2C(C#N)=C(N)N(N(C)C)C3=C2C(=O)CCC3)cc1 (stereo unspecified)	13	23	-1.9	-4	4	-5	3	0	21
CCc1c(C)nc2cc(-c3cc(OC)cc(OC)c3)nn2c1N1CCCC1	20	29	0.2	7	7	26	-2	-2	36

Copied from the list:
`CCN(c1ccccc1)S(=O)(=O)c1ccc(OC)c(NC(=O)C2CC2)c1` @ Mdm2-MdmX inh: 11
`CCc1ccc(C2C(C#N)=C(N)N(N(C)C)C3=C2C(=O)CCC3)cc1` (stereo unspecified) @ CCR6 antagonist: -4

(further entries)
SMILES	APJ antag	Mdm2-MdmX inh	CHOP UPR activ	CCR6 antagonist	UPR XBP1 act	EBI2 block	CXCR6 inh	APJ ag	tim23-1 inh
COc1cc(NC(=O)CN2C(=O)NC(C)(c3ccc(OC(F)F)cc3)C2=O)cc(OC)c1OC (stereo unspecified)	-6	3	1.2	5	-2	-5	-17	0	3
COc1ccccc1CCNC(=O)C(=O)NCC1OCCN1S(=O)(=O)c1ccc(OC)c(OC)c1 (stereo unspecified)	-5	22	-0.7	10	1	-9	-6	-1	3
Cc1ccc(S(=O)(=O)c2cc3c(=O)n4ccccc4nc3n(CCCN3CCOCC3)c2=N)cc1C	-1	22	2.3	24	-3	5	11	1	8
COc1ccc(-c2cc(C)no2)cc1S(=O)(=O)N1CCCN(Cc2ccc(F)cc2)C1	-5	38	0.4	7	-3	11	-4	14	17

An excerpt, so the mix of outcomes need not match the whole.
